# High-throughput results from PubChem BioAssay.
# INS-1E GSIS act – GLuc luminescence reporter in INS-1E cells, primary screen for activators of glucose-dependent secretion of insulin. INS-1E GLuc reporter insulin secretion, 2-3 h. 0.61% of 370,000 active. activation, % at 16.6 µM;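 active = lowest replicate activation of at least 40%, so every replicate reaches that level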;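 also: 0% = median of neutral control wells and 100% = median of IBMX positive control wells; some compounds called inactive have numbers as strong as hits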
# Xi reactivation – activators of X-chromosome reactivation in mouse fibroblasts | XiGFP mouse fibroblasts, % GFP-positive cells imaging, 3 d; cells co-treated with 5-aza-dC sensitizer; scaled so ellipticine positive control = 100% | activation, % at 7.58 µM | 0.055% of 360,000 active | AID 743238;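 active = mean normalized replicate activation at least 10% and every replicate at or above 10%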;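 also: 0% = median of on-plate neutral control wells and 100% = ellipticine 6 µM median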
#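 System: 68-5-11 XiGFP fibroblast line | Buffer or medium: DMEM containing 5-aza-dC | Compound: Single point | Times: Compounds 3 days, fix/stain 15 min at room temperature | Benchmarks: Positive control ellipticine, 6 µM final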
# ERp5 inh – blocks human ERp5 reductase activity on insulin | AID 651711 | 0.05% of 350,000 active | Q15084 | inhibition, % at 9.99 µM | ERp5 insulin aggregation, absorbance 650 nm, 90 min;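 active = mean replicate inhibition above about 25%, with every replicate also reaching it, limit read from the data, passing the limit was not always enough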
# Target sequence (Q15084 whole entry, looked up): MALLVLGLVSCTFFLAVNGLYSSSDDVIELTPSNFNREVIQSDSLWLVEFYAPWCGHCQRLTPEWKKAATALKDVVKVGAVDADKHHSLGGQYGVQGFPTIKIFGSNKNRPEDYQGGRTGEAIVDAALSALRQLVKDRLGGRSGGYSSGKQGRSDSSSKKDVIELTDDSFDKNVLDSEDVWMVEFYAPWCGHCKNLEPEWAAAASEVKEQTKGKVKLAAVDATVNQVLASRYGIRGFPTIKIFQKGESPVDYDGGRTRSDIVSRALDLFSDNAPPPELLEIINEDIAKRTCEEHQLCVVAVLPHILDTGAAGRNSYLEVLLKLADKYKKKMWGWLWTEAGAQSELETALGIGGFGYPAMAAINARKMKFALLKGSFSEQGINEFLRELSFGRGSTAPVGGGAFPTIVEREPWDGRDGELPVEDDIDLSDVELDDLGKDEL
# F508del corr – CFTR F508del correction in bronchial cells | CFBE cells, YFP halide quenching; stimulated with forskolin plus potentiator P3; % fluorescence drop versus neutral controls | AID 720511 | 0.36% of 350,000 active | activity (quench increase), % at 7.58 µM;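 active = mean added fluorescence quench of at least 8% versus neutral control, with both replicates also reaching 8%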;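 also: cells transiently co-express mutant CFTR-F508del with the halide-sensitive YFP; corrector assay measuring rescue of mutant channel to the surface after 24 h compound exposure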
# PAX8 inh HTS – inhibitors of PAX8 transcriptional activity in RMG-I cells | AID 652154 | 1.2% of 360,000 active | inhibition, % at 12.6 µM | RMG-I TPO-luciferase reporter, SteadyGlo, 24 h;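 active = mean replicate inhibition at least 60% with every replicate also reaching 60%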;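 also: luciferase light reporting Pax8 driven TPO promoter activity; plate controls were median of neutral control wells for no effect and mitoxantrone controls for full effect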
# DENV2 CPE rescue – inhibitors of DENV2 cytopathic effect; DENV2-infected cells, cytopathic effect rescue, plate reader; CPE inhibition, % at 9.99 µM; AID 651640; 1.7% of 350,000 active; in the data active = CPE inhibition above about 20%, passing the limit was not always enough; tested in BHK-21 cells;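 also: 0% = median of neutral control wells and 100% = median of positive control wells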
# EWS-Fli inh – inhibitors of EWS/Fli oncoprotein transcriptional activity | A673 NR0B1-luciferase reporter, viability-normalised | inhibition, % at 12.6 µM | 0.67% of 350,000 active | AID 651661;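 active = mean inhibition of at least 50% after viability correction, with every replicate also passing that limit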;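 also: firefly luciferase signal divided by Alamar Blue viability fluorescence both relative to DMSO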
# ARNT TACC3 PPI – disrupts binding between human ARNT and TACC3; inhibition, % at 9.99 µM; Q9Y6A5; 0.66% of 390,000 active; AlphaScreen His-ARNT PAS-B/GST-TACC3 binding, luminescence; TACC3 fragment carries E629A point mutation;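 active = mean inhibition of replicates at least 50% and at least half of replicates each reaching 50%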;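 also: 0% = complete ARNT plus TACC3 wells and 100% = ARNT alone without TACC3; many hits fall short of the cut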
# Active calls of the source: *; x = not tested or not shown.
SMILES,INS-1E GSIS act,Xi reactivation,ERp5 inh,F508del corr,PAX8 inh HTS,DENV2 CPE rescue,EWS-Fli inh,ARNT TACC3 PPI
CCc1nc2c(OCC3CCCCC3)cccn2c1N(C)C(=O)c1ccc(C)cc1,x,-0.1,-2,-4.1,14,11,1,x
CCOC(=O)C(NC(=O)NCc1ccc(OC)cc1)(OCC)C(F)(F)F (configuration not stated),-1,0.2,-7,x,7,x,-3,-1
CCCn1nc(C(=O)Nc2cc(S(=O)(=O)Nc3ccc(OC)cc3)ccc2O)c2ccccc2c1=O,x,-0.1,3,1.4,10,-5,6,1
COC(=O)Cn1cc(/C=C(/C#N)C(=O)N2CCOCC2)c2ccccc21,-1,0.3,-3,-0.1,23,2,4,2
C[C@@H]1CN([C@H](C)CO)C(=O)Cc2cc(N(C)C)ccc2O[C@@H]1CN(C)S(=O)(=O)c1ccc(F)cc1,6,0.2,-1,-2.3,-1,-11,0,-4
CN(C)c1ccnc2sc3c(SCc4ccc(Cl)cc4)ncnc3c12,27,0.1,x,x,-2,x,x,-2
Cc1ccc(-c2csc(/C(C#N)=C(\O)CCl)n2)cc1,x,0.0,-8,0.7,-162,-8,-57,-2
O=C1c2ccccc2C(=O)N1CC(O)COc1ccc(Br)cc1 (configuration not stated),2,0.3,5,2.5,-33,-5,-5,-6
O=C(NN=C1CCCCCC1)c1ccncc1,8,0.2,1,-2.2,4,0,x,-4
Cc1cc(C(=O)CS(=O)(=O)c2ccc(F)cc2)cc(C)c1O,-23,0.0,0,x,-41,-5,-55,-10
CC(C)(C)Nc1nc(Oc2ccc(=O)[nH]n2)nc(N2CCOCC2)n1,17,0.0,3,0.2,-14,x,2,3
O=C(CN1CCN(C(=O)CNC(=O)c2ccc3c(c2)OCO3)CC1)Nc1cccc(F)c1,1,0.0,2,-4.3,-2,11,-2,9
COCCn1c(-c2ccccc2)csc1=Nc1cccnc1,-17,0.0,-10,-0.4,4,x,11,20
Cc1ccc(C)c(C(=O)CCC(=O)Nc2ccc(F)cc2)c1,-3,0.0,-2,1.6,-3,-1,-6,27
Cc1ccccc1OCC(=O)OCC(=O)NCCc1ccccc1,0,0.0,2,15*,-4,-8,1,0
O=C(c1ccc(F)cc1)N1CC(=O)N2[C@H](CO)[C@H](c3ccc(C#CC4CCCC4)cc3)[C@H]2C1,-7,0.0,4,1.2,x,-26,-3,x
O=c1[nH]c(=O)n(Cc2ccc(Oc3ccccc3)cc2)cc1Br,-16,0.0,-2,5.0,-6,9,25,x
COc1ccc(COCC23Oc4ccccc4[C@H]([C@H]2CO)n2c(c4c(c(C(C)=O)c2=O)C(=O)N(C)C4=O)N3C)cc1,x,x,-1,-3.6,-1,10,3,x
Fc1ccccc1COc1ccccc1CNCc1ccncc1,10,x,3,-0.1,x,-6,5,-3
C[C@@H]1CN([C@H](C)CO)C(=O)c2cc(NC(=O)c3ccncc3)ccc2O[C@@H](C)CCCCO[C@H]1CN(C)Cc1ccc(C(=O)O)cc1,19,0.0,5,0.5,13,-2,-4,-16
CCCCc1nc(Cl)c(C#N)c2c1CCC2,-4,-0.2,3,-0.9,0,1,6,x
CCCc1cc(=O)[nH]c(SCC(=O)c2cc(C)n(CC(F)(F)F)c2C)n1,-2,0.2,0,1.9,3,-6,5,-13
CC(=O)c1ccc(N2CCN(C(=O)/C=C/c3ccc4ccccc4n3)CC2)cc1,-17,0.4,-2,-1.8,17,0,18,5
O=C(NCc1cccc(OC(F)(F)F)c1)c1cccc2c1C(=O)c1ccc(-c3ccc(F)cc3OCc3ccccc3)cc1S2(=O)=O,5,-0.4,4,1.2,1,-8,-11,-6
CCS(=O)(=O)Nc1ccc2c(c1)C(=O)N(C)C[C@@H](OC)[C@@H](C)CN(CC1CCCCC1)[C@H](C)CO2,-7,-0.2,3,0.7,-2,6,1,0
CC(=O)N[C@@H]1CC[C@@H](CCNC(=O)C2CCC2)O[C@@H]1CO,3,-0.8,-3,-0.8,-14,4,0,x
O=C(COc1ccc(Cl)cc1)NCc1nnc(SCC(=O)N2CCCC2)o1,1,0.4,2,0.1,-8,6,2,2
CCOC(=O)C1=NOC2COC3(CCN(c4ncccn4)CC3)OCC12 (configuration not stated),-3,0.0,8,0.9,15,2,10,0
O=C(COC(=O)c1ccc(S(=O)(=O)N2CCCCC2)cc1)NCc1ccco1,10,0.0,0,0.3,5,-5,10,0
CCn1c(-c2nn(C)cc2Cl)n[nH]c1=S,39,0.2,x,x,-1,x,x,-8
O=C(/C=C/c1ccco1)NCCc1ccc(F)cc1,-5,0.4,4,-2.5,-19,17,-24,7
O=C(Nc1ccnn1C1CCN(Cc2cc(Cl)ccc2O)CC1)c1cccnc1,6,0.1,-6,-6.3,-7,2,4,-5
COc1ccc(OCc2nnc3n2N=C(c2ccc(OC)cc2)CS3)cc1,45*,0.1,3,1.1,13,-4,-1,1
O=C(c1cccs1)N1CCCC(c2nc3c(nnn3Cc3ccc(F)cc3)c(=O)[nH]2)C1 (configuration not stated),10,0.4,2,1.3,15,10,-5,39
Cc1ccccc1C(=O)N1N=C(c2ccc(NS(C)(=O)=O)cc2)CC1c1cccs1 (configuration not stated),-5,0.2,-8,-2.1,26,1,0,6
O=C(NCC1CCCCC1)c1csc([C@@H]2C[C@H](O)[C@@H](CO)O2)n1,8,-0.2,1,-0.9,-8,4,-11,x
CC(C)C[C@H]1CN(CCCC[C@H]2CNC(=O)C(=O)N2CCc2ccccc2)C(=O)C(=O)N1Cc1ccccc1,8,0.2,-4,0.0,-10,-2,1,x
COc1ccc(CN(C)C[C@@H]2OCCCC[C@@H](C)Oc3ccc(NS(=O)(=O)c4ccccc4)cc3C(=O)N([C@H](C)CO)C[C@@H]2C)cc1,2,0.0,0,1.2,-13,1,6,-3
CN(C)c1nnnn1-c1cccc(Oc2ncc(C(F)(F)F)cc2Cl)c1,-32,0.1,0,-3.0,9,0,-5,-7
CCc1cc(=O)oc2cc(OC(=O)CN3C(=O)NC4(CCCC4)C3=O)ccc12,17,0.0,12,0.5,-8,6,-4,18

# In another format: results already given.
SMILES | INS-1E GSIS act | Xi reactivation | ERp5 inh | F508del corr | PAX8 inh HTS | DENV2 CPE rescue | EWS-Fli inh | ARNT TACC3 PPI
CN(C)c1nnnn1-c1cccc(Oc2ncc(C(F)(F)F)cc2Cl)c1 | -32 | 0.1 | 0 | -3.0 | 9 | 0 | -5 | -7
CCc1nc2c(OCC3CCCCC3)cccn2c1N(C)C(=O)c1ccc(C)cc1 | x | -0.1 | -2 | -4.1 | 14 | 11 | 1 | x
O=c1[nH]c(=O)n(Cc2ccc(Oc3ccccc3)cc2)cc1Br | -16 | 0.0 | -2 | 5.0 | -6 | 9 | 25 | x

# (listing goes on)
SMILES,INS-1E GSIS act,Xi reactivation,ERp5 inh,F508del corr,PAX8 inh HTS,DENV2 CPE rescue,EWS-Fli inh,ARNT TACC3 PPI
C[C@@H](NC(=O)C[C@@H]1CC[C@H](NC(=O)CN2CCOCC2)[C@@H](CO)O1)c1ccccc1,6,5.3,2,1.5,-5,5,0,3
CN(C)S(=O)(=O)c1cccc(COc2ncnc3c(Cl)cc(Cl)cc23)c1,-16,0.0,-1,0.9,9,13,13,x
C[C@H](CO)N1C[C@H](C)[C@@H](CN(C)S(=O)(=O)c2cccc(C#N)c2)OCc2ccccc2-c2c(n(C)c3ccccc23)C1=O,-4,0.1,-6,0.1,-27,0,-1,33
CCOc1ccc(N2CC(C(=O)Nc3cccc(S(=O)(=O)N4CCCCC4)c3)CC2=O)cc1 (configuration not stated),-50,0.0,7,-0.5,28,4,7,-1
O=C(NCc1ccccc1)C(c1ccc(-c2ccccc2)cc1)n1c(=O)c(-c2ccco2)nc2ccccc21 (configuration not stated),-48,0.2,-2,-0.7,0,-4,-35,x
C[C@H]1CCCCO[C@@H](CN(C)C(=O)CCCN(C)C)[C@@H](C)CN([C@@H](C)CO)C(=O)c2cc(NS(=O)(=O)c3ccc(Cl)cc3)ccc2O1,5,0.0,-3,-3.2,2,0,-7,2
CCCOC(=O)Oc1ccc2c(=O)c(Oc3cc(C)cc(C)c3)coc2c1,7,0.0,1,0.4,5,14,11,-4
CSc1nnc2c(n1)OC(c1ccccn1)N(C(C)=O)c1ccccc1-2 (configuration not stated),2,0.2,-2,1.4,7,-1,0,3
Cn1c(=O)n(C)c2cc([N+](=O)[O-])c(N3CCN(S(C)(=O)=O)CC3)cc21,-10,-0.1,x,x,-4,x,x,-12
O=C(CSc1nncn1-c1ccccn1)Nc1cccc(Cl)c1,-12,0.1,-3,-1.5,-31,2,-3,-1
C[C@@H]1CN([C@@H](C)CO)C(=O)c2cc(/C=C/c3ccccc3)cnc2O[C@H]1CN(C)C(=O)Cc1ccccn1,-14,0.3,10,0.1,6,9,-4,17
CC(=O)Nc1cccc(C(=O)OCc2csc(CC(=O)Nc3ccccc3C)n2)c1,x,0.3,-1,-2.3,-3,6,8,-2
CN(C)S(=O)(=O)c1ccc(-c2csc(N/N=C/c3ccco3)n2)cc1,x,-0.1,0,-1.7,49,-4,9,8
COC(=O)Cn1cc(C(=O)C(C)(C)C)c2ccccc21,17,0.0,-1,-4.5,-5,-7,-3,-3
COc1ccccc1CNC(=O)CN(C)Cc1ccc(SC)cc1,-3,x,-7,2.8,-16,0,11,-1
CCCC#Cc1cnc2c(c1)C(=O)N([C@@H](C)CO)C[C@H](C)[C@H](CN(C)C(=O)NC1CCCC1)O2,4,-0.6,1,x,5,8,-2,-5
COC(=O)c1ccc(COC(=O)c2ccc(CO)cc2)o1,22,0.5,0,-1.7,-24,3,-9,x
O=C(CC1SC(=Nc2ccc(OC(F)F)cc2)N(CCN2CCOCC2)C1=O)Nc1ccccc1 (configuration not stated),-34,0.8,4,-1.1,64*,-4,8,-12
O=C(NCc1ccccn1)c1ccc(Cn2c(=S)[nH]c3ccc(Br)cc3c2=O)cc1,-6,0.2,-3,0.2,-5,2,-13,1
COc1nc(-c2ccccc2)nc(-c2ccccc2)c1C,14,-0.2,3,-0.5,3,-4,-12,x
CC(=O)OC1CCC2(C)C(CCC3C2CC(=O)C2(C)C3CC(C(C(C)=O)C(C)=O)C2C(C)=O)C1 (configuration not stated),-9,0.3,5,-3.0,-2,-7,6,-2
C[C@H](NC(=O)C[C@H]1C[C@H]2c3cc(NS(C)(=O)=O)ccc3O[C@H]2[C@H](CO)O1)c1ccccc1,17,-0.1,-1,-2.7,2,-2,6,-13
COCc1cc(=O)[nH]c2c1c(-c1ccccc1)nn2C,24,0.0,-3,1.0,8,12,5,-2
Nc1[nH]c(C(=O)c2ccccc2)c(-c2ccc(C(F)(F)F)cc2)c1C(=O)NCc1ccc(Cl)cc1Cl,31,-0.1,-3,3.1,-12,-11,-5,x
COCC(C)N1CCC(n2nccc2NC(=O)CCOc2ccccc2)CC1 (configuration not stated),5,0.0,2,2.0,x,11,1,1
C[C@H](O)C#Cc1ccc2c(c1)O[C@@H](CN(C)CC1CCOCC1)[C@@H](C)CN([C@H](C)CO)S2(=O)=O,13,0.1,x,-3.7,-13,-2,-4,7
Cc1noc(C)c1NC(=O)N1C[C@@H](O)COC[C@@H]2O[C@H](CC(=O)N3CCc4ccccc4C3)CC[C@H]21,7,0.1,x,-1.8,5,5,6,24
CO[C@H]1CN(C)C(=O)c2ccc(NC(=O)NC(C)C)cc2OC[C@H](C)N(Cc2cncnc2)C[C@@H]1C,-3,0.4,x,1.9,x,x,-9,x
C[C@@H](O)C#Cc1ccc([C@H]2[C@H]3CN(CC4CCOCC4)CCCCN3[C@H]2CO)cc1,x,x,9,1.6,14,-7,-14,-7
Cc1nc(CNS(=O)(=O)c2ccc(F)cc2)cs1,-18,0.0,0,-2.0,-2,4,-9,0

# No enrichment for hits. Share with any hit: about 4.2%.
